# AGP1 TOR yeast: modulators of AGP1-GFP expression in yeast TOR pathway, primary screen, cell-based, multiplex flow cytometry, S. cerevisiae, MLPCN library; GFP response vs DMSO, % at 10 µM; 320,000 compounds, 0.02% hits; 3 h; GFP as percent of DMSO wells;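 active = GFP response relative to DMSO above a set limit, near screen average plus 3 SD, cut at about 150% in these data; inconclusive = fewer than 70 cells counted for the yeast strain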;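 note: median GFP channel fluorescence of the gated AGP1 strain per well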
# MEP2 TOR yeast: modulators of MEP2-GFP levels in yeast, primary screen, S. cerevisiae, multiplex flow cytometry, MLPCN library. S. cerevisiae MEP2-GFP strain, 3 h; 100% = DMSO control level. GFP response vs DMSO, % at 10 µM. 330,000 compounds, 0.51% hits. AID 2016, 2009;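 active = GFP response versus DMSO above a set limit, roughly screen mean plus 3 SD, cut at about 180% in these data; inconclusive = fewer than 70 cells counted for a yeast strain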;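 note: median GFP fluorescence of the barcode-gated MEP2-GFP cells per well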
# AHR act: AHR activators, primary screen, cell-based, luminescence, luciferase reporter, human; 320,000 compounds, 2.5% hits; Aryl hydrocarbon receptor (Homo sapiens), P35869; activation, % at 5 µM; AHR-responsive luciferase reporter cells; in the data active = activation above about 47%;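 note: 0% = vehicle wells and 100% = reference agonist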
# Target sequence (P35869 whole entry, looked up): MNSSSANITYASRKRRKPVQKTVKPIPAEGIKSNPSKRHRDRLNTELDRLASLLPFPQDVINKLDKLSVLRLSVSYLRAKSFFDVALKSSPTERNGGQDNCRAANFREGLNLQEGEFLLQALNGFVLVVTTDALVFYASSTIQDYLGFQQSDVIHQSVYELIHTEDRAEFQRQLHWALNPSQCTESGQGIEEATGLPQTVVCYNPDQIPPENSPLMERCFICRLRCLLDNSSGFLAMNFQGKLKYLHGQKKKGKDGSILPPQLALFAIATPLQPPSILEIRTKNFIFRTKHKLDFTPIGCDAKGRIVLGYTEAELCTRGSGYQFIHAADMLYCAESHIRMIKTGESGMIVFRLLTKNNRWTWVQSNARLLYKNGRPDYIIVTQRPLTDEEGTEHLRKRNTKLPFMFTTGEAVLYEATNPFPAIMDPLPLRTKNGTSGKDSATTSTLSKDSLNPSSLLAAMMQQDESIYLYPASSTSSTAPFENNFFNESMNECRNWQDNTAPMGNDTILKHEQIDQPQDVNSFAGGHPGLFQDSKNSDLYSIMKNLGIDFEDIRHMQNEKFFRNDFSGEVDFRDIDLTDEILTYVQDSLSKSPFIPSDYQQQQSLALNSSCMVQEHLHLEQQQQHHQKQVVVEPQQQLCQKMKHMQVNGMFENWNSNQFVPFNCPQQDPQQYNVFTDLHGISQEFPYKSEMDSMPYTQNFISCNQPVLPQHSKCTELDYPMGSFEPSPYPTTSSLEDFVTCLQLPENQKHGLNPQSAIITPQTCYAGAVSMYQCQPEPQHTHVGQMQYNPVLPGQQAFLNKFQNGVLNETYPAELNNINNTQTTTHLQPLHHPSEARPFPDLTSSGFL
# procasp3 activ: activators of human procaspase-3 D3A mutant, primary screen, biochemical, absorbance, PC-3 D3A mutant, single concentration; Caspase-3 (Homo sapiens), P42574; recombinant procaspase-3 D3A, Ac-DEVD-pNA absorbance 405 nm; activation, % at 8.5 µM; 330,000 compounds, 0.11% hits;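 active = activation above the mean of all tested compounds plus 3 SD, cut at about 21% in these data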;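 note: 0% = DMSO alone and 100% = DMSO wells spiked with extra 5 µM PC-3 D3A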
# Target sequence (P42574 whole entry D9A/D28A/D175A): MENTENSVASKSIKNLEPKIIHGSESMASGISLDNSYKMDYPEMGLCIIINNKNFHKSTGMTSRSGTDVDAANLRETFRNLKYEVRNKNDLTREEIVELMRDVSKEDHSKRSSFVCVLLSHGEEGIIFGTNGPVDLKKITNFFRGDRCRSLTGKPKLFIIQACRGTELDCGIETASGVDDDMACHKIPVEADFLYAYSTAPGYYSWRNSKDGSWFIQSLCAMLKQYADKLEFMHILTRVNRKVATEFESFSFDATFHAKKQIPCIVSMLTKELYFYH
#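 Technique: 405 nm absorbance of p-nitroaniline, reads at 0 and 120 min; Test system: Procaspase-3 D3A mutant; Incubation: 1 h enzyme-compound preincubation, then 2 h substrate reaction, 25 °C; Repeats: singlicate, each compound tested once; Benchmarks: low control DMSO wells, high control DMSO plus 5 µM PC-3 D3A.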
# LAP4-GFP MLPCN: modulators of LAP4-GFP expression in yeast, primary screen, S. cerevisiae, multiplex flow cytometry, MLPCN library; 3 h; median GFP as percent of DMSO wells; GFP response vs DMSO, % at 10 µM; 320,000 compounds, 0.34% hits;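 active = GFP response vs DMSO above a set limit, about the screen mean plus 3 SD, cut at about 150% in these data; inconclusive = under 70 cell events counted for the yeast strain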
# CIT2 TOR yeast: modulators of CIT2-GFP expression in yeast, primary screen, S. cerevisiae, GFP fusion, multiplex flow cytometry, MLPCN library | S. cerevisiae CIT2-GFP strain, 3 h; 100 means same as DMSO wells | 320,000 compounds, 0.065% hits | GFP response vs DMSO, % at 10 µM;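 active = GFP response relative to DMSO above a set limit, near the screen mean plus 3 SD, cut at about 150% in these data; inconclusive = Fewer than 70 cells measured for a yeast strain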;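 note: ratio of well median GFP fluorescence to mean of DMSO wells on the plate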
# proCasp7 act: procaspase-7 activators, primary screen, counter-screen for procaspase-3 activator project, biochemical, absorbance, HTS, human; AID 463210, 2010; 330,000 compounds, 0.093% hits; recombinant procaspase-7, Ac-DEVD-pNA absorbance 405 nm; D23A/D198A/D206A triple mutant, cannot self-cleave; scale: DMSO 0, 5 µM enzyme 100; activation, % at 8.5 µM;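 active = percent activation above the screen-wide mean plus 3 SD, cut at about 25% in these data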
#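 System: Procaspase-7 triple mutant (PC-7 D3A); measure: % activation from two-timepoint absorbance difference, scaled to controls; times: 1 h compound preincubation, 2 h substrate cleavage, 25 °C; also added: Ac-DEVD-pNA substrate, 400 µM as added; measured by: Epi-absorbance of released pNA at 405 nm, two timepoints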
# RPL19A-GFP yeast: RPL19A-GFP expression modulators in yeast, primary screen, cell-based, S. cerevisiae, multiplex flow cytometry, MLPCN; S. cerevisiae RPL19A-GFP strain, 3 h; active compounds read low; percent response vs DMSO, % at 10 µM; 330,000 compounds, 0.3% hits; AID 2025, 2009;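 active = percent response vs DMSO below 50%; inconclusive = fewer than 70 events counted for the yeast strain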;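 note: median channel GFP fluorescence of the barcoded RPL19A-GFP strain; ratio of sample median GFP to plate DMSO average so 100% = DMSO; lower means less RPL19A-GFP as with rapamycin TOR inhibition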
# The depositor's hits bear a star; u = inconclusive; x = no result given.
SMILES,AGP1 TOR yeast,MEP2 TOR yeast,AHR act,procasp3 activ,LAP4-GFP MLPCN,CIT2 TOR yeast,proCasp7 act,RPL19A-GFP yeast
Cc1ccc(C(=O)NNc2ncnc3c2cnn3C)cc1,95,89,0,-5,97,100,6,93
N#CCC(CNc1ncc(C(F)(F)F)cc1Cl)OC(=O)c1cccc(C(F)(F)F)c1 (stereo not drawn),108,110,0,-2,99,100,-2,99
O=C(COc1ncnc2ccccc12)Nc1ccc(Cl)c([N+](=O)[O-])c1,97,98,2,3,91,98,18,101
O=c1c2ccccc2nc(-c2ccccc2Cl)n1O,100,94,-2,-3,98,89,-3,98
CCCCc1c(O)nc2n(c1=O)CCS2,100,93,2,-9,94,103,4,93
COC(=O)c1c(C)[nH]c(C(=O)CC#N)c1C,99,96,1,-13,96,112,2,100
C#CCO[C@@H]1C[C@H](n2cnc3c(NC(=O)c4ccccc4)ncnc32)O[C@@H]1CO,80,88,0,-3,114,82,-2,93
COc1ccc(CN(C)C(=O)c2cc(-c3ccc(C)cc3C)nc3ccccc23)c(OC)c1OC,94,98,3,6,86,95,-9,97
COc1ccc(N(C)C(=O)c2cc3c(s2)-c2ccccc2S(=O)(=O)C3)cc1,101,106,4,13,107,110,7,103
COc1ccccc1C(=O)NC1CCCc2ccccc21 (stereo not drawn),91,98,5,-2,95,80,5,98
CCn1c(CN2CCN(c3ccc(OC)cc3)CC2)nc2cc(S(=O)(=O)N(C)C)ccc21,102,108,-2,-12,96,96,-6,105
O=[N+]([O-])c1cccc(S(=O)(=O)NCc2ccccn2)c1,97,93,1,-7,82,95,0,101
Cc1[nH]n(-c2ccccc2)c(=O)c1N=Nc1ccc(C(N)=O)cc1,90,103,7,-7,104,100,-4,101
COc1ccc(-n2c(Cn3nnc4ccccc43)n[nH]c2=S)cc1,117,112,-4,-10,115,118,-6,110
O=C(O)c1ccc(C(=O)O)c(C(=O)c2ccccc2)c1,94,92,-1,4,94,96,3,92
CC(=O)n1cc([C@@H]2C=C(C(=O)NCc3ccccc3)O[C@H](OCc3ccc(CO)cc3)C2)c2ccccc21,92,101,66*,-12,93,93,-18,98
COC(=O)c1cn(NC(=O)c2ccc3c(c2)OCO3)c(=O)c2ccccc12,98,105,9,1,102,100,15,96
COC(=O)C(CC(=O)c1ccc(C)cc1)n1cccn1 (stereo not drawn),96,111,1,4,94,102,1,94
COc1ccc(CN(C(=O)c2ccco2)C2CCS(=O)(=O)C2)cc1 (stereo not drawn),104,98,-6,3,98,108,-3,103
Nc1ccc(N2CCN(c3ccc(F)cc3)CC2)cc1,85,90,-2,-5,90,79,-9,86
c1nnc(-c2ccc3c(c2)OCO3)o1,99,111,-2,2,104,102,5,99
Cn1c(SCC(=O)Nc2ccc(Cl)cn2)nnc1C1CC1,100,98,1,11,91,105,8,101
O=C(CCNC(=O)c1ccc(Br)cc1)NNC(=O)c1ccccc1O,99,103,14,15,104,103,4,97
CCOCC(=O)Nc1cccc(-c2nc3cccnc3s2)c1C,90,101,88*,-2,115,102,3,100
Cc1cc(NC(=O)CN2C(=O)NC3(CCCCCC3)C2=O)ccc1Br,u,u,2,6,u,u,-3,u

# 2 entries from above in another layout.
# Values run as follows: AGP1 TOR yeast | MEP2 TOR yeast | AHR act | procasp3 activ | LAP4-GFP MLPCN | CIT2 TOR yeast | proCasp7 act | RPL19A-GFP yeast
COc1ccc(-n2c(Cn3nnc4ccccc43)n[nH]c2=S)cc1
    117 | 112 | -4 | -10 | 115 | 118 | -6 | 110
CCOCC(=O)Nc1cccc(-c2nc3cccnc3s2)c1C
    90 | 101 | 88* | -2 | 115 | 102 | 3 | 100

# More structures follow:
SMILES,AGP1 TOR yeast,MEP2 TOR yeast,AHR act,procasp3 activ,LAP4-GFP MLPCN,CIT2 TOR yeast,proCasp7 act,RPL19A-GFP yeast
Cc1cccc(OCc2nnc(SCn3nnc4ccccc4c3=O)o2)c1,100,103,4,3,116,82,-3,98
COc1ccc(CCNc2ncnc3[nH]ncc23)cc1OC,94,93,6,-3,94,98,-3,103
COC(=O)c1ccc(NC(=O)Nc2ccc3c(c2)OCO3)cc1,97,103,39,4,99,120,-2,96
COc1ccc(N(C)C(=O)CN(C)S(=O)(=O)c2ccc3c(c2)c(=O)n(C)c(=O)n3C)c(OC)c1,101,102,1,4,95,98,-2,99
CCOc1ccc(/C=N/NC(=O)Cc2cccs2)cc1,99,96,33,4,103,98,7,95
Cc1ccc(CN2CCN(CC(=O)NC(C)CCc3ccccc3)C2=O)cc1 (stereo not drawn),106,98,-5,10,98,98,3,102
Cc1csc(C(=O)NCC(=O)NNC(=O)c2cccc(Cl)c2)c1,110,111,0,-1,105,138,-8,94
O=C(CNC(=O)c1ccco1)NCC(=O)OCc1ccc(F)cc1,103,104,1,-3,99,100,1,104
CCN1CCN(CCOc2ccccc2-c2ccccc2)CC1,92,96,1,-10,89,92,1,93
Cc1ccccc1-c1nnc(-c2ccc(Cl)cc2)o1,95,114,54*,-2,103,108,3,101
COc1ccc(C(=O)N(C)CCCC2CCCC2)cc1OC1CCN(C(C)=O)CC1,108,106,-2,2,98,111,-3,107
N#CCCN1CCN(C(=S)c2ccc(-c3ccc(Cl)c(Cl)c3)o2)CC1,81,93,15,-20,118,81,-19,90
COc1ccc(-n2c(SCC(=O)N3CCOCC3)nnc2C(C)N2CCCCC2)cc1 (stereo not drawn),100,101,0,9,100,92,8,99
COc1cccc(-n2c(Cc3cc(=O)[nH]c(=O)[nH]3)nnc2SCC(=O)Nc2ccccc2)c1,108,116,4,3,103,99,-10,102
CSc1nc2nc(-c3ccccc3)cc(=O)n2[nH]1,x,106,4,3,107,101,2,101
O=C(O)c1ccccn1,92,100,-2,4,130,88,-1,99
CCn1cc(C(=O)NCCCOC)c(=O)c2cc(S(=O)(=O)N(C)C)ccc21,103,107,0,-4,99,102,16,99
CC12CCC(=O)N1C(C(=O)Nc1nc(-c3ccccc3Cl)cs1)CS2 (stereo not drawn),95,97,3,7,98,91,5,93
COC(=O)c1ccc(NC(=O)c2ccccc2-c2ccccc2C(=O)O)cc1,103,91,1,-5,88,100,8,100
O/N=C1/CCc2nonc2/C1=N/O,107,102,-1,-4,98,98,-1,100
CC(=O)Nc1ccc(S(=O)(=O)NCC(=O)NNC(=O)c2csc(N3CCOCC3)n2)cc1,97,106,0,5,100,101,-10,97
CCOC(=O)N1CCc2c(sc3[nH]c(=S)[nH]c(=S)c23)C1,108,98,-1,-10,110,104,5,95
CN1C(=O)Cn2c1nc1ccccc12,x,88,0,-4,93,83,2,87
C=CCCC(=O)NC1CCCc2c1cnn2-c1ccccc1F (stereo not drawn),97,107,7,14,101,104,-1,103
CN(C(=O)COc1ccc2c(-c3ccccc3)cc(=O)oc2c1)C1CCS(=O)(=O)C1 (stereo not drawn),125,109,2,5,120,111,-1,108

# At a glance, 2 of the compounds above:
SMILES,AGP1 TOR yeast,MEP2 TOR yeast,AHR act,procasp3 activ,LAP4-GFP MLPCN,CIT2 TOR yeast,proCasp7 act,RPL19A-GFP yeast
CCn1c(CN2CCN(c3ccc(OC)cc3)CC2)nc2cc(S(=O)(=O)N(C)C)ccc21,102,108,-2,-12,96,96,-6,105
O=[N+]([O-])c1cccc(S(=O)(=O)NCc2ccccn2)c1,97,93,1,-7,82,95,0,101

# Next part.
SMILES,AGP1 TOR yeast,MEP2 TOR yeast,AHR act,procasp3 activ,LAP4-GFP MLPCN,CIT2 TOR yeast,proCasp7 act,RPL19A-GFP yeast
CN1CCC(N(C)C(=O)c2ccc(Cl)c(S(=O)(=O)N3CCc4ccccc43)c2)CC1,66,u,0,6,71,84,-5,87
CCCNC(=O)c1c(NC(=O)C2COc3ccccc3O2)sc2c1CCCC2 (stereo not drawn),100,106,-2,8,97,105,5,95
CCOC(=O)[C@H]1[C@H]2COc3ccc(Br)cc3[C@@H]2N2C(=O)CN(Cc3ccc(F)cc3)C(=O)[C@@]12C,103,98,-2,6,101,104,10,103
COC(=O)c1ccc(OCCOc2ccccc2)cc1,90,91,-3,3,105,81,-8,93
CCCCn1c(SCC(=O)NCc2ccccc2)nc2ccc(N3CCOCC3)cc2c1=O,117,112,6,-10,112,110,4,111
Cc1ccc(C)c(S(=O)(=O)Nc2ccc(C(N)=O)cc2)c1,111,113,2,-11,109,125,-7,104
CCCNC(=O)c1ccc(N2CCC3(CC2)CC(c2ccccc2)=NO3)c(NC(=O)c2ccccc2)c1,72,89,-5,0,98,66,-8,93
CC(=O)NCC(=O)N(c1ccccc1)C1(C(=O)NC2CCCCC2)CCCCC1,100,103,-1,2,94,102,-3,99
NCC(O)COc1ccc2c(c1)OCO2 (stereo not drawn),99,98,1,7,97,103,7,97
COc1cc(CNCCCN2CCOCC2)cc(Br)c1OCc1ccc(Cl)cc1,100,109,-1,-7,135,81,7,94
CCN(CC)C(=O)Oc1ccc2cc(Br)ccc2c1,96,104,-4,2,107,92,7,102
COc1ccc(Cl)cc1Nc1nc(C)nc2c1nnn2Cc1ccccc1,102,101,2,9,96,105,-7,104
N/C(=N\OC(=O)CSc1ccccc1)c1ccc([N+](=O)[O-])cc1,102,102,9,4,95,103,-7,106
CC(NC(=O)COC(=O)c1ccc([N+](=O)[O-])s1)c1ccccc1 (stereo not drawn),91,104,0,3,100,104,-14,98
CCN(CC)S(=O)(=O)c1ccc(N2CCOCC2)c(NC(=O)COc2ccccc2C)c1,101,105,-1,8,105,108,0,105
Cc1cn([C@H]2C[C@H](O)[C@@H](COS(=O)(=O)O)O2)c(=O)[nH]c1=O,96,95,-1,5,96,97,1,91
COc1ccc(C2C(C(N)=O)=C(C)Nc3nc(-c4cccc(Cl)c4)nn32)cc1OC (stereo not drawn),92,97,5,-1,92,98,1,94
CC(C)C[C@@H](CN1C(N)=NC[C@@H]1C)NC(=O)CC12CC3CC(CC(C3)C1)C2,98,98,2,-4,97,98,4,96
O=C(CSc1ccsc1[N+](=O)[O-])N1CCN(c2ccccn2)CC1,99,102,7,-4,97,101,-4,103
CCN(C(=O)Cn1c([N+](=O)[O-])cnc1C)c1ccccc1,107,97,1,2,77,113,1,104
COCCOC(=O)c1[nH]c2c(c1C)C(=O)CC(c1cc(OC)c(OC)c(OC)c1)C2 (stereo not drawn),96,105,4,1,88,101,9,102
O=C(NCC(=O)N1CCOCC1)c1ccc(Br)cc1,107,101,4,0,99,109,1,95
CCN(CCn1cccn1)Cc1cn[nH]c1-c1ccc(OC)cc1F,106,100,2,1,99,97,4,99
O=C(CSc1ccc(Cl)cc1)Nn1cnnc1,102,105,0,-1,104,99,0,98
CC(C)Cc1nc2ccc(N)cc2[nH]1,115,118,0,4,113,112,9,111
CCCCNc1nc(Nc2ccc(C)c(Cl)c2)c2cnn(C)c2n1,88,97,79*,-4,88,96,11,96
CCCCN(C)C(=O)Cn1cnc2sc(C)cc2c1=O,111,105,3,9,101,104,5,99
CC(=O)Nc1ccc(S(=O)(=O)N2CCC(n3cnc4cc(F)ccc43)CC2)cc1,93,95,6,-14,91,93,5,96
